From PubChem
Polio RdRp inh: poliovirus RdRp elongation inhibitors, primary screen, biochemical, fluorescence polarization, total intensity | 0.66% of 150,000 active | poliovirus polymerase elongation; hits give low values | % elongation, % (compound at 16.7 µg/mL) | Genome polyprotein (Poliovirus type 1 (strain Mahoney)), P03300 | AID 588519, 2011; in the data active = % elongation below about 90%; also: some results filed as inactive read as strong as hits
Target sequence (P03300 1749-2209 limits assumed): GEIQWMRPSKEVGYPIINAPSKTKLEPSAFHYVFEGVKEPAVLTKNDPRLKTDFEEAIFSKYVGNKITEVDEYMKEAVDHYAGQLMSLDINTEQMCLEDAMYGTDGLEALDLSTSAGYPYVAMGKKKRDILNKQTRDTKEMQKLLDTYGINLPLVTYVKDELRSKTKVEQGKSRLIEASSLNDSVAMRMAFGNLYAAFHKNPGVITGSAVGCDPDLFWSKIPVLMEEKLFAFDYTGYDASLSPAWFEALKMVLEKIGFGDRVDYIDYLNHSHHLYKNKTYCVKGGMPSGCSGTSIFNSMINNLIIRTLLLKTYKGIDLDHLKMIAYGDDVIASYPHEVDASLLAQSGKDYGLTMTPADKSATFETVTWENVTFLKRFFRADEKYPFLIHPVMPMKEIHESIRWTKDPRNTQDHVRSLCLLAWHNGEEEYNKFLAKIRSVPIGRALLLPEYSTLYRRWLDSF
Polio RdRp inh FP z-score: second read-out of Polio RdRp inh, no call of its own (marks repeat the call); z-score; measured here: FP z-score; hits read low
Numbers without * were called inactive.

mol,Polio RdRp inh,Polio RdRp inh FP z-score
C1=C(N2CCOCC2)/C(=C/c2nc3ccccc3[nH]2)CC1,111.0,0.7
CCS(=O)(=O)N1Cc2ccccc2CC1C(=O)N=c1sc2ccccc2n1C (stereo not given),104.0,0
O=C(NCc1ccccc1)c1ccc2c(c1)sc1nc(-c3ccc(F)cc3)cn12,112.0,1.3
CCc1cc2cc(C(=O)O)sc2s1,101.0,-0.3
CC(=O)Nc1ccc(N/C=C/C(=O)C(C)(C)C)cc1,99.0,-0.8
Cc1nn(-c2ccccc2)c2sc(C(=O)Nc3ccccc3Br)cc12,106.0,0.2
Cc1nc(O)c(C(c2ccccc2F)C(C#N)C#N)[nH]1 (stereo not given),102.0,0.1
COc1cccc(NC(=O)C2CCN(c3nnc(-n4c(C)ccc4C)s3)CC2)c1,108.0,0.3
O=C(CSc1nnc(CNC(=O)c2ccco2)o1)NCc1ccccc1,103.0,0.3
CC1CC(C)CN(c2ccc(NS(=O)(=O)c3ccccc3)cc2C(=O)O)C1 (stereo not given),101.0,-0.2
O=C(O)CCCC(=O)NC1CCCc2ccccc21 (stereo not given),107.0,0.3
O=C(NC(=S)Nc1ccc2[nH]c(=O)[nH]c2c1)c1ccccc1Br,102.0,0
CC1CCCCN1c1nnc(NC(=O)NC2CCCC2)s1 (stereo not given),100.0,-0.9
Cc1cccnc1NC(=O)C(F)(F)C(F)(F)C(F)(F)F,102.0,0.1
CN(C)S(=O)(=O)c1ccc(C(=O)N2CCN(C(=O)c3ccccc3)CC2)cc1,100.0,-0.2
COc1ccccc1CCNC(=O)Cc1c(C)c2c(cc(C)c3c(C)c(C)oc32)oc1=O,107.0,-0.3
COc1ccc(OC)c(C2CC(=O)Nc3c2c(=O)[nH]c2nc4ccccc4n32)c1 (stereo not given),101.0,-1.1
COc1ccccc1/C=N/OCn1nnc2ccccc2c1=O,99.0,0.1
NC(=O)c1cccnc1-c1nc2ccccc2s1,101.0,-0.5
Cc1ccc(Cn2nc(C)c(/C=C/C(=O)OCc3nc4ccccc4c(=O)n3CC#N)c2C)cc1,108.0,0.9
COc1ccccc1NCC(C)(C)CC=C(C)C,101.0,0.2
NC(=O)c1ccccc1OCC(=O)N1CCC(Cc2ccccc2)CC1,106.0,0.3
C=CCn1c(SCC(=O)Nc2sc3c(c2C(=O)OC)CCC3)nnc1-c1cccnc1,110.0,0.8
Oc1ccc(-c2nc(-c3c[nH]c4ccccc34)cs2)cc1,122.0,3.1
NC(=O)CCN1C(=O)c2ccccc2C1=O,101.0,-0.1
O=C(c1ccccn1)N1CCc2ccccc2C1,91.0,-1.7
c1ccc2c(c1)c1ccccc1c1nc(N3CCOCC3)nnc21,96.0,-1.4
COc1ccc(C(=O)OCC(=O)c2ccc3[nH]c(=O)[nH]c3c2)c(OC)c1,88.0*,-1.7*
Cc1cc(C)c2c(=O)cc(CSc3nnc(-c4ccccc4)n3C)[nH]c2c1,111.0,1.1
CCOC(=O)C1=C(C)NC(C)=C(C(=O)OCC)C1C(=O)OCN1C(=O)c2ccccc2C1=O,105.0,0.5
COc1cccc(Nc2nc3c(S(=O)(=O)c4ccccc4)nnn3c3ccsc23)c1,100.0,-1
COc1ccc(S(=O)(=O)NCc2csc(-c3ccccc3)n2)cc1,99.0,-0.8
Cc1cnn(C(=S)NCc2ccco2)c1,98.0,-0.9
CC(CCc1ccccc1)NC(=O)COc1ccc(-n2cnnn2)cc1 (stereo not given),101.0,-0.3
O=C(c1ccccc1Oc1ccccc1)N1CCn2c1nc1ccccc12,104.0,0.4
Cc1ccccc1Nc1nc(N)nc(CNc2cccc(F)c2)n1,102.0,0.1
O=C(O)CCc1cccnc1,106.0,0.7
CCC(C)NC(=O)Cn1cnc2onc(-c3ccc(Cl)cc3)c2c1=O (stereo not given),101.0,0.2
Cc1cccc(-n2nnc(-c3ccc(C(C)(C)C)cc3)n2)c1,104.0,0.9
Nc1ccc(S(=O)(=O)N2CCSC2C(=O)O)cc1 (stereo not given),101.0,0
Cc1cc(C)c2c(=O)cc(CSCC(=O)Nc3nnc(C)s3)[nH]c2c1,102.0,-0.8
Cc1cc(C)nc(SCc2ccccc2C(=O)N2CCN(Cc3ccc4c(c3)OCO4)CC2)n1,99.0,-0.3
Cc1cc(/C=C(\C#N)C(N)=S)c(C)n1C1CC1,101.0,0
Cc1cc(C(=O)N2CCN(C(c3ccccc3)c3ccccc3)CC2)on1,101.0,0
CC(OC(=O)c1nn(C)c(=O)c2ccccc12)C(=O)N1CCCC1 (stereo not given),102.0,0.1
c1ccc(-c2nnc(CN3CCN(c4ccccc4)CC3)o2)cc1,107.0,0
Cn1c2ccccc2c2nnc(SCCCC(=O)c3ccc(F)cc3)nc21,101.0,-0.5
CC(=O)N(/C=C1\SC(=S)N(Cc2ccccc2)C1=O)c1ccccc1,105.0,1.2
CCC(C)c1ccccc1NC(=S)Nc1cccnc1 (stereo not given),107.0,0.3
CSc1nc2ccc(NC(=O)CCNC(C)=O)cc2s1,106.0,0.7
Cc1cccn2c(=O)c3cc(C(=O)N(C)Cc4ccccc4)sc3nc12,99.0,-0.7
N#Cc1c(SCCCOc2ccccc2)sc2c(=O)[nH]c(=O)[nH]c12,103.0,0
O=C1NC(=O)C(O)(c2c(O)c3ccccc3n(Cc3ccccc3)c2=O)C(=O)N1,100.0,-0.5
COC(=O)C(C)NC(=O)C1CCCCC1 (stereo not given),102.0,-0.1
CC(=O)N1CCc2c(sc3c2c(=O)n(-c2ccccc2)c(=O)n3Cc2cccc(C(F)(F)F)c2)C1,104.0,-0.2
O=C1c2ccccc2C(=O)C2(O)OCCOC12O (stereo not given),90.0*,-2.1*
CCc1nc(-c2ccccc2)cc(=O)[nH]1,102.0,-0.1
CCc1ccc(NC(=O)[C@H](Cc2ccccc2)N2Cc3ccccc3C2=O)cc1,108.0,1
COCCNC(=O)c1c[nH]c2ccccc2c1=O,103.0,0.4
C=CCC(Nc1ccc(OC)c(OC)c1)c1ccco1 (stereo not given),104.0,0.7

Remaining list, next part:
mol,Polio RdRp inh,Polio RdRp inh FP z-score
CC1(C)OC[C@@H]([C@H](O)P(=O)(c2ccccc2)c2ccccc2)O1,104.0,0.4
O=c1c2ccccc2sn1-c1ccc(S(=O)(=O)N2CCOCC2)cc1,102.0,0
CCc1ccc(CNC(=O)CSCc2cnn(-c3ccccc3)c2-n2cccc2)cc1,112.0,1.7
CC1(C)CC(=NN=C2CC(C)(C)NC(C)(C)C2)CC(C)(C)N1,100.0,0
Cc1cc(C)n(-c2ccc3ccccc3n2)n1,100.0,-0.1
CCN1/C(=C\C=C\C(=O)c2ccccc2OC)Sc2ccccc21,73.0,-9.1
O=C(NC1CCCCC1)C1CCCN(S(=O)(=O)c2cccs2)C1 (stereo not given),105.0,1.1
Cc1nc(NCCC(=O)O)c2c3c(sc2n1)CCCC3,104.0,1
c1ccc(-n2nnnc2N2CCCC2)cc1,106.0,0.9
CN1/C(=C\C=N\c2ccccn2)C(C)(C)c2ccccc21,108.0,0.6
COc1ccc(CCNC(=O)c2nc3ccccc3c(=O)n2-n2cccc2)cc1OC,101.0,-0.4
COC(=O)Cn1c(=NC(=O)c2ccccc2)sc2cc(OC)ccc21,99.0,-1
CCc1ccc(C(=O)c2cc3ccc(O)cc3oc2=O)cc1,98.0,-1.9
CCSc1nnc(-c2cccc(Cl)c2)n1CC,99.0,-0.5
O=C(O)C1C2C=CC(C2)C1C(=O)N1CCN(Cc2ccccc2)CC1 (stereo not given),80.0*,-7.9*
Oc1ccc2c(c1)c(-c1ccccc1)nn2-c1ccccc1,104.0,0.4
N#C/C(=C\c1ccsc1)C(=O)NCc1ccco1,104.0,0.1
Cc1ccc2nc(Nc3ccccc3)nc(-c3ccccc3)c2c1,104.0,0.7
O=C(CSc1ncc(CO)n1Cc1ccc(F)cc1)NCc1ccco1,103.0,-0.8
COC(=O)c1ccc(CN(c2ccc(OC)cc2)S(=O)(=O)c2cccc(C)c2)o1,101.0,-0.4
O=C(c1ccc(F)cc1)C1CCN(S(=O)(=O)c2ccc(F)cc2)CC1,103.0,0.3
Cc1ccccc1Cn1c(=O)n(CCC(=O)NCCc2ccccc2)c(=O)c2ccccc21,103.0,0.4
CCCCc1nc2ccccc2n2c(-c3ccc(OC)cc3)c3c(=O)n(C)c(=O)n(C)c3c12,105.0,0.2
Cc1cccc(C)c1-n1ncc(C(=O)NCc2ccc3c(c2)OCO3)c1C1CCN(C(=O)OC(C)(C)C)CC1,135.0,5.9
CC(C)c1ccc(NC(=O)c2ccc(CN3CC(=O)N4CCCCC4C3=O)cc2)cc1 (stereo not given),107.0,-0.5
Cc1ccc(Cn2ccn(CC(=O)Nc3ccccc3C(F)(F)F)c(=O)c2=O)cc1,116.0,1.8
Cc1cccc(-c2nc(SCC(=O)Nc3cc(C)on3)c3c(=O)n(C)c(=O)n(C)c3n2)c1,106.0,-0.4
NS(=O)(=O)c1ccc(N/C=C2/CCCCC2=O)cc1,101.0,0.2
N#CCNC(=O)c1ccc(-c2ccccc2)cc1,105.0,0.1
O=C(NC(=S)N1CCN(Cc2ccccc2)CC1)c1ccccc1,98.0,-0.6
CN1CCC(OC(=O)c2ccc(F)cc2)CC1,107.0,0.4
c1csc(-c2nnc(CSc3nnc(-c4ccc5c(c4)OCO5)o3)o2)c1,97.0,-0.5
CC(=O)N1CCN(C(=O)c2ccccc2CSc2nc(C)cs2)CC1,100.0,0.3
COc1ccc(/C(N)=N/OC(=O)c2c(-c3ccccc3Cl)noc2C)cc1,103.0,0.3
CC(/C=N/N1CCOCC1)=C\c1ccccc1,106.0,0.4
O=C(CCC1=NS(=O)(=O)c2ccccc2N1)NC1CCCCCCC1,103.0,0.2
CCCCC1=NN(C(=O)c2ccccc2)C(O)(C(F)(F)F)C1 (stereo not given),103.0,0.4
CC(C)Cn1cc(NC(=O)NCc2ccccc2Cl)c2ccccc2c1=O,41.0*,-4.9*
COc1ccc(C(O)C23CC4CC(CC(C4)C2)C3)cc1 (stereo not given),101.0,-0.1
Cc1c(C#N)c(N)n(CCN2CCOCC2)c1C,74.0,-2.9
CC(=O)OCC(=O)NCc1ccccc1Cl,100.0,-0.3
Cc1ccc2c3c(ccc2n1)NC1=C(C(=O)CCC1)C3c1ccc(O)cc1 (stereo not given),96.0,-0.6
CC(C)(C)C1=NOC(O)(C(F)(F)F)C1 (stereo not given),103.0,0.4
O=C(CC(c1ccccc1)c1ccccc1)N1CCc2ccccc2C1,102.0,0.1
CCN1C(=O)N(CC)C2C1N(C)C(=O)N2C(C)(C)C (stereo not given),101.0,-0.4
CCn1cc(CCCC(=O)N2CCCC2)c2ccccc21,105.0,1.3
CC(NS(=O)(=O)c1ccccc1)C(=O)Nc1ccccc1F (stereo not given),100.0,0
CCOP(C)(=O)C1(C(=O)OCc2ccccc2)CC1 (stereo not given),101.0,0.2

Whole records from above. Values in the order: Polio RdRp inh, Polio RdRp inh FP z-score
O=C(NCc1ccccc1)c1ccc2c(c1)sc1nc(-c3ccc(F)cc3)cn12 is entered as 112.0, 1.3
COc1ccc(/C(N)=N/OC(=O)c2c(-c3ccccc3Cl)noc2C)cc1 is entered as 103.0, 0.3
N#CCNC(=O)c1ccc(-c2ccccc2)cc1 is entered as 105.0, 0.1
C1=C(N2CCOCC2)/C(=C/c2nc3ccccc3[nH]2)CC1 is entered as 111.0, 0.7
C=CCC(Nc1ccc(OC)c(OC)c1)c1ccco1 (stereo not given) is entered as 104.0, 0.7

Later entries:
mol,Polio RdRp inh,Polio RdRp inh FP z-score
O=C1c2ccccc2C(=O)N1Cc1csc(-c2cccs2)n1,101.0,-0.2
COC(=O)c1c(N)sc2c1CCc1ccccc1-2,100.0,-0.4
CCCCc1ccc(NC(=O)Cn2cnc3c2c(=O)n(C)c(=O)n3C)cc1,107.0,0.5
COc1ccc(OC)c(CCNC(=O)c2c3c(nc4ccccc24)C(=O)N(C2CCCCC2)C3)c1,104.0,-0.2
COc1ccc(C2NC(=O)NC(C)=C2C(=O)Nc2cc(C)cc(C)c2)c(OC)c1 (stereo not given),115.0,0.7
Cc1cc(C)c2c(N)c(C(=O)c3ccccc3O)sc2n1,104.0,0.5
CC(C)C12CCCC(C(=O)O)(CCC1)C2,101.0,-0.1
Nc1c(C(=O)NC2CCCCC2)sc(=S)n1-c1ccccc1,97.0,-2.8
COc1ccc(-c2ocnc2C(=O)NCCc2ccccc2)cc1,100.0,-0.5

No new results follow: 3 of the compounds above.
mol,Polio RdRp inh,Polio RdRp inh FP z-score
O=C1c2ccccc2C(=O)N1Cc1csc(-c2cccs2)n1,101.0,-0.2
COC(=O)c1c(N)sc2c1CCc1ccccc1-2,100.0,-0.4
CCCCc1ccc(NC(=O)Cn2cnc3c2c(=O)n(C)c(=O)n3C)cc1,107.0,0.5

The list is partial; count on the stated rates, not on these rows.
